dFosB activator – activators of delta FosB homodimer, primary screen, biochemical, fluorescence polarization, TAMRA-CDK5 oligo, single point. Protein FosB (Mus musculus), P13346. purified delta FosB; percent of positive-control signal above neutral wells. activation, % at 25 µM. hit rate 0.99% among 340,000. AID 493131, 2011;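 active means mean activation above about 17%, with every replicate also reaching it, limit read from the data, passing the limit was not always enough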;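 further: fluorescence polarization rise as delta FosB binds a TAMRA Cdk5 AP-1 oligo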
SR-BI HDL uptake – inhibitors of SR-BI mediated HDL lipid uptake, primary screen, ldlA[mSR-BI] cells, fluorescence, single point. ldlA[mSR-BI] CHO cells, DiI-HDL uptake fluorescence, 3 h. inhibition, % at 12.5 µM. hit rate 0.96% among 320,000. AID 488896, 2010. Scavenger receptor class B member 1 (Mus musculus), Q61009;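 active means mean replicate inhibition of at least 70% and a set share of replicates each scoring 70 or more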;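 further: 0% = median of neutral control wells and 100% = median of positive control wells; values of inactives mirror those of a sister screen read the other way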
Rtt109 HAT inh – inhibitors of C. albicans Rtt109/Vps75 HAT, primary screen, biochemical, ThioGlo CoA-SH fluorescence, plate reader; Histone acetyltransferase RTT109 (Candida albicans (strain SC5314 / ATCC MYA-2876)), …; purified Rtt109/Vps75, 4 h; inhibition, % at 34.9 µM; hit rate 0.16% among 330,000;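 active means inhibition of at least 50% in every replicate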
CAL PDZ FP-1 – untagged CAL PDZ binding inhibitors, primary screen, biochemical, fluorescence polarization, HTS | purified CAL PDZ, TMR-peptide fluorescence polarization, 1 h | inhibition, % at 24.9 µM | hit rate 0.92% among 300,000 | AID 602252, 2012;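 active means mean inhibition of at least 30% with at least half of replicates also reaching 30%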;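 further: 0% = DMSO neutral control and 100% = excess unlabeled competitor peptide PRC23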
PfHsp90 yeast 2 – growth inhibition of PfHsp90-expressing yeast, primary screen, antimalarial PfHsp90 inhibitor project, S. cerevisiae, BacTiter-Glo luminescence, single point, set 2; BacTiter-Glo ATP, 48 h; yeast lacking PDR1 and PDR3 efflux regulators; inhibition, % at 9.4 µM; hit rate 0.32% among 310,000; AID 504621, 2011;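 active means every replicate shows inhibition above about 80%, whatever the replicate mean, limit read from the data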;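 further: 0% = DMSO neutral controls and 100% = 20 µM radicicol positive controls; yeast relying on Plasmodium falciparum Hsp90 in place of its own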
MITF TRPM1 HTS – activators of MITF-driven TRPM1 promoter reporter, primary screen, cell-based, SK-MEL-5, luciferase, single point; activation, % at 12.5 µM; hit rate 0.75% among 300,000; SK-MEL-5 TRPM1-promoter luciferase, 24 h; % of positive control, neutral wells = 0; AID 588334, 2011;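 active means mean activation of at least 80% with every replicate also reaching 80%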;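 further: 0% = neutral control wells and 100% = parthenolide positive control wells; values of inactives mirror those of a sister screen read the other way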
PvdQ inh – P. aeruginosa PvdQ acylase inhibitors, primary screen, biochemical, fluorescence, plate reader and imaging, single point | PvdQ acylase [Pseudomonas aeruginosa LESB58] | purified PvdQ acylase | inhibition, % at 10 µM | hit rate 0.063% among 340,000; in the data active means inhibition above about 30%, passing the limit was not always enough;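 further: 0% = vehicle neutral wells and 100% = reference inhibitor wells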
NSD2 HMT inh – NSD2 histone methyltransferase inhibitors, primary screen, biochemical, AlphaScreen, single concentration, set 2. Histone-lysine N-methyltransferase NSD2 (Homo sapiens), O96028. inhibition, % at 12.5 µM. AID 743445, 2014. NSD2 peptide methylation, 120 min. hit rate 0.54% among 310,000; in the data active means inhibition above about 50%
Target sequence (O96028 whole entry, looked up): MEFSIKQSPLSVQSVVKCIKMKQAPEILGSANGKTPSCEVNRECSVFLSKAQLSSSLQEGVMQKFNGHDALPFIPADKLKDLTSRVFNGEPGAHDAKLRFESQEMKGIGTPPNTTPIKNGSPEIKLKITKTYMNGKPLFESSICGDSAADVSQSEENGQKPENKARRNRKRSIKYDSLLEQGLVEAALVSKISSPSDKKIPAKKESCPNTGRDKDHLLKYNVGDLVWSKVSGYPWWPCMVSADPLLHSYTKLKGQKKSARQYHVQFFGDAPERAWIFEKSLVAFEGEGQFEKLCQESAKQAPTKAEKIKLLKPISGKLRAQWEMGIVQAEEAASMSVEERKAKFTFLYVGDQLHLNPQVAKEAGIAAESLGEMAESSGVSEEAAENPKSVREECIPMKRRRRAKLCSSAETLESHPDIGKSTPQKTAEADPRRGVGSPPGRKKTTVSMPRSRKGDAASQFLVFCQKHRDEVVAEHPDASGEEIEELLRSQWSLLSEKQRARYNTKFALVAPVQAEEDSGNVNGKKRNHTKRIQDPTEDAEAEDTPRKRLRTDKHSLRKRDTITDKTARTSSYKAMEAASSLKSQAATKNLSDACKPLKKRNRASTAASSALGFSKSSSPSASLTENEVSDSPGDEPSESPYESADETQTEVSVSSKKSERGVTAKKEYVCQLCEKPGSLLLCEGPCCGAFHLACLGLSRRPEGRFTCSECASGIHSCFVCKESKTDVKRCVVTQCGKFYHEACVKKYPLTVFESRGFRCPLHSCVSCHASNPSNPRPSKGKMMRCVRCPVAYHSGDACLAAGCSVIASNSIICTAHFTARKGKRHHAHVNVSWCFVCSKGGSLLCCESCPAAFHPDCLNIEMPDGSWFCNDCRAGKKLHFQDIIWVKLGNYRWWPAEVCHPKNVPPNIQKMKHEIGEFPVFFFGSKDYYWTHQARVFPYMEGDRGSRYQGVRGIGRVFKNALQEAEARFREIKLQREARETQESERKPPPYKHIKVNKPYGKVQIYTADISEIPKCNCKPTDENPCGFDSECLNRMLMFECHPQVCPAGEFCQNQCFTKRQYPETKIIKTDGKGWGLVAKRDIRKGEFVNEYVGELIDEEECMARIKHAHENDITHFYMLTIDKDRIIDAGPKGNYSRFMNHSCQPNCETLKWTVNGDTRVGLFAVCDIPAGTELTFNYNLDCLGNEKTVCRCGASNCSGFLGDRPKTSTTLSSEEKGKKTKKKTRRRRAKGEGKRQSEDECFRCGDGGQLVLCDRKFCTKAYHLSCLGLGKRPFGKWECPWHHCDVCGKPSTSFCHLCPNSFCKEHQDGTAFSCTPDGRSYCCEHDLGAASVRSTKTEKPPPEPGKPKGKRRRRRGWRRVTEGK
CAL PDZ FP-2 – CAL PDZ peptide-binding inhibitors, primary screen, biochemical, fluorescence polarization, Cer-tagged CAL PDZ, HTS; purified CAL PDZ, TMR-peptide fluorescence polarization, 1 h; Golgi-associated PDZ and coiled-coil motif-containing protein (Homo sapiens), Q9HD26; AID 504414, 2011; inhibition, % at 20 µM; hit rate 0.02% among 330,000;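 active means highest replicate inhibition of at least 40%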;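 further: plate controls were DMSO neutral control wells for no effect and unlabeled competitor peptide control wells for full effect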
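Material: tagged CAL PDZ protein CerCALP, purified; buffer or medium: sodium phosphate/NaCl buffer pH 7.4 with TCEP, IgG, Thesit; also added: fluorescent TMR peptide probe; schedule: 1 h incubation at room temperature before polarization reading; technique: fluorescence polarization from S- and P-plane intensities, G-factor corrected; control set: unlabelled peptide and DMSO controls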
SR-BI uptake up – activators of SR-BI mediated DiI-HDL uptake, primary screen, ldlA[mSR-BI] CHO cells, DiI fluorescence. activation, % at 12.5 µM. hit rate 0.096% among 320,000. 3 h; 100 = double the neutral-control signal;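 active means mean replicate activation of at least 60% and every replicate at or above 60%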;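 further: 0% = median plate neutral-control signal and 100% = twice that signal; values of inactives mirror those of a sister screen read the other way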
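System: LDL receptor-deficient CHO ldlA cells overexpressing murine SR-BI | Timing: 3 h uptake period with compound, 37 °C | Medium: HEPES-buffered (25 mM, pH 7.4) F12 plus 0.5% BSA | Dosing: Single-point compound dose | Signal: Bottom-read fluorescence, 550/595 nm | Read-out: Retained DiI signal reflecting DiI-HDL uptake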
An asterisk follows results filed as active; . = not tested or not shown.

Molecule,CAL PDZ FP-2,CAL PDZ FP-1,dFosB activator,SR-BI uptake up,NSD2 HMT inh,PvdQ inh,Rtt109 HAT inh,PfHsp90 yeast 2,MITF TRPM1 HTS,SR-BI HDL uptake
COc1cccc(Cn2nnc(C(=O)NCCc3ccc(Cl)cc3)c2N)c1,0.4,.,-3,-19,.,5,7,-11,5,19
O=C(N/N=C/C=C\c1cccc([N+](=O)[O-])c1)c1ccccn1,-2.3,-1,7,-24,-1,-12,.,8,16,24
CCOc1ccccc1-c1nc(CN2CCC(C(=O)N3CCOCC3)CC2)c(C)o1,0.4,.,-10,25,21,0,-7,-11,5,-25
O=S(=O)(NCCN1CCOCC1)c1ccc(Cl)s1,-0.2,.,9,21,-2,-14,-4,1,-2,-21
COc1cccc2cc(-c3cc(=O)oc4cc(C)c(OCC(C)=O)cc34)oc12,0.7,2,-9,4,2,4,21,7,9,-4
COCCn1c(=N)c(C(=O)NCCc2ccccc2)cc2c(=O)n3cccc(C)c3nc21,-0.9,-1,-2,11,-6,-37,-468,2,4,-11
O=C(CCS(=O)(=O)c1ccc(Br)cc1)N1CCN(c2ccc(F)cc2)CC1,-1.3,-4,-5,-6,2,-2,-4,8,-11,6
Cc1csc2ncc(C(=O)Nc3ccc4c(c3)OCCO4)c(=O)n12,-0.4,.,8,10,.,-8,-6,2,66,-10
CC(=O)Oc1ccc(-c2nc(-c3cccnc3)no2)cc1,-1.1,-2,3,23,-2,-1,1,62,69,-23
Fc1cc(Br)cc(F)c1NC(=S)N1CCOCC1,.,0,0,-1,-3,6,-3,-20,7,1
O=S1(=O)CCN2C=Nc3sc4c(c3C2=N1)CCCC4,.,0,-1,7,-2,-6,7,-1,-3,-7
Cc1ccccc1NC(=S)NNC(=O)c1ccncc1,-0.8,-2,3,26,-2,6,.,-23,-20,-26
Cc1cc2cc(CN(Cc3cccs3)C(=S)NCC3CCCO3)c(=O)[nH]c2cc1C (configuration not stated),-1.9,0,-5,5,0,-11,0,-5,0,-5
COc1cc(CCC(=O)Nc2cnc3ccccc3c2)cc(OC)c1OC,-1.4,-5,3,-17,-1,-9,5,12,-14,17
C=CCOc1cccc(C2C(C(=O)c3ccc(C)o3)=C(O)C(=O)N2Cc2ccncc2)c1 (configuration not stated),-1.6,3,-13,2,0,-6,-4,15,-2,-2
Nc1nnnn1/N=C/c1cc([N+](=O)[O-])ccc1O,-0.2,-4,-7,.,-19,-16,10,1,-3,.
Cc1c(O)ccc(/C=N/Nc2nc(-c3cccnc3)nc3ccccc23)c1O,4.9,-1,-20,-37,1,1,0,-18,65,37
O=Cc1cn(-c2ccccc2)nc1-c1ccc(F)cc1,-0.4,-2,-20,-20,-2,-14,-1,-20,.,20
CC(C)c1ccc(C2C(C#N)=C(N)Oc3c2oc(CO)cc3=O)cc1 (configuration not stated),0.7,-1,-8,0,0,5,17,12,-11,0
COc1ccc(C(=O)C2CCN(C(=O)c3ccco3)CC2)cc1,.,-2,1,5,0,-13,2,.,1,-5
COC(=O)C1C(c2ccccc2)NC(=O)NC1(O)C(F)(F)Cl (configuration not stated),-0.2,.,-4,1,-4,2,-4,-23,0,-1
O=C1C[C@@H]2c3c(cccc3CN1Cc1ccc(Cl)cc1)C[C@@H](O)[C@H]2O,-0.5,-3,10,4,.,5,-3,-6,-3,-4
O=C(NCCCCc1ccccc1)Nc1ccc(F)cc1,-2.5,1,-1,-17,-3,-6,-3,6,2,17
O=C(CC1CCCCC1)N1CCN(c2ccccn2)CC1,-0.3,-6,3,11,-1,6,-7,-6,11,-11
CCOC(=O)Cn1cc(C(=O)C2CC2)c2ccccc21,-0.6,3,0,-18,-6,-7,-1,-14,2,18
Cc1ccc(-c2nc(-c3ccncc3)no2)cc1Cl,-0.3,-4,4,1,-2,-9,5,-37,.,-1
Cc1nc2ccccc2nc1OCC(=O)NCC(F)(F)F,-0.5,2,8,13,2,-8,0,-13,4,-13
Cc1cccc(OCCC(=O)OCc2csc(CC(=O)Nc3ccccc3C)n2)c1,0.9,4,-16,9,-1,-10,1,19,.,-9
Cc1ccc(-c2n[nH]c(=S)n2/N=C/c2ccc(C(=O)O)cc2)cc1,-0.8,-6,4,10,0,-10,-3,9,.,-10
N#CCc1ccc(Oc2ncc(C(F)(F)F)cc2Cl)cc1,-0.2,1,-1,4,-15,-3,2,-13,19,-4
O=C(CCCCCNC(=O)N1CCn2c1nc1ccccc12)NCCc1ccccc1,-1.3,6,-5,-19,3,-1,6,-3,-2,19
Cc1ccc(Nc2ccc(C(=O)NC3CCCCC3)cn2)cc1,-3.0,0,-3,.,-2,-3,2,14,29,.
COc1cnn(-c2cc(Oc3ccc(C)cc3)ncn2)c(=O)c1Cl,-1.7,-5,0,-20,-1,-1,4,-13,5,20
CN(CC(=O)O)S(=O)(=O)c1cccs1,-1.5,-2,4,18,-7,-2,0,-10,.,-18
CCOc1ccc(N2C(=O)CN(c3cccc4ccccc34)C2=S)cc1,0.6,.,2,-18,-1,-5,0,10,-8,18
CC(=O)CCc1c(C)c2cc(C)ccc2[nH]c1=O,-0.1,-5,-4,21,2,-6,1,-14,10,-21
O=C(COC(=O)c1ccccc1O)Nc1ccc(OC(F)F)cc1,0.1,-2,1,9,0,-14,-5,-50,52,-9
CCOC(=O)c1cc(-c2ccccc2)sc1NC(=O)COC(=O)c1ccc(Cl)c(S(N)(=O)=O)c1,0.3,-3,-3,-28,-7,-9,2,-12,-9,28
Cc1noc(C)c1C(=O)Nc1cccnc1,-0.7,.,-1,-3,20,-18,-27,-18,10,3
NS(=O)(=O)c1ccc(CCNC(=O)c2ccc3nc4ccc(Cl)cc4c(=O)n3c2)cc1,-0.5,4,-3,-31,-3,-12,-1,-14,-10,31
Cn1nnc(NC(=O)c2ccccc2F)n1,.,-3,0,22,-3,5,1,-8,-2,-22
COC(=O)c1nn(-c2cccc(C)c2)c2nnc(Cc3ccccc3)c(=O)n12,-0.4,-6,-13,36,-1,-11,-17,-9,-1,-36
Cc1ccc(C2C(C#N)=C(N)N(N(C)C)C3=C2C(=O)CCC3)cc1 (configuration not stated),-0.2,-2,1,20,-10,-12,-5,-2,6,-20
COc1ccc(CCNC(=O)CN(c2ccc(OC)c(OC)c2)S(C)(=O)=O)cc1,-0.5,-2,-1,13,1,-6,3,-1,5,-13
Cc1cccc(C(=O)NCCCn2ccnc2)c1C,-1.3,1,2,-6,-1,-3,-7,13,1,6
O=C(c1cc(-c2ccco2)nc2ccccc12)N1CCCC(C(F)(F)F)C1 (configuration not stated),-0.9,5,-14,-7,8,-13,-4,-3,-7,7
Cc1ccccc1OCC(=O)N/N=C/c1cc2ccccc2nc1Cl,-1.9,0,-17,15,-2,-12,-3,-15,-9,-15
CCOC(=O)C1=C(C)N=C(SC)N(C)C1c1ccccc1 (configuration not stated),0.0,-1,4,-10,-1,-3,0,18,-2,10
COc1ccc(/C=N/NC(=O)c2c(Br)cnn2C)c2ccccc12,-1.9,-2,-1,-54,0,-8,-8,-5,-10,54
COc1ccc(N2CC(C(=O)NCCC3=CCCCC3)CC2=O)c(OC)c1 (configuration not stated),-1.9,-1,-5,-78,-1,-12,2,10,0,78*
O=C(Nc1cccc(C(F)(F)F)c1)C(Sc1ncnc2ccccc12)c1ccccc1 (configuration not stated),-0.8,-3,-3,6,3,-1,-5,-26,9,-6
CCn1c(CC(C)C)n[nH]c1=S,-1.9,1,-1,-9,0,-8,-4,.,.,9
O=C(N/N=C/C(Cl)=C/c1ccccc1)c1ccncc1,-7.2,1,-9,9,-5,-14,-6,10,-6,-9
CCOC(=O)CSc1nc2cc(C(=O)NCc3ccco3)ccc2c(=O)n1-c1ccc(F)cc1,.,0,-6,-8,.,-17,-3,5,0,8
CC(NC(=O)CCNS(=O)(=O)c1ccc2c(c1)c(=O)n(C)c(=O)n2C)c1ccccc1 (configuration not stated),-0.9,.,2,1,-13,-3,-8,.,1,-1
C=CCSc1nnc2c(n1)-c1cccc3cccc-2c13,-1.4,-3,-5,15,.,-12,-6,-176,1,-15
COc1ccc(CC(=O)N2CCCc3ccccc32)cc1,-0.6,2,2,-11,0,-3,-4,.,.,11
COc1nc(-c2ccccc2)c2cc(C)ccc2n1,-0.1,-1,-9,-15,-5,-17,-13,-34,-2,15
NS(=O)(=O)c1ccc(NC(=O)CN2CCN(Cc3ccccc3)CC2)cc1,-0.8,0,-2,19,2,-16,-4,-24,2,-19
COc1ccccc1C(=O)Nc1ccc(S(=O)(=O)N(C)c2ccccc2)cc1,-1.7,4,-15,12,-2,5,-2,-2,14,-12

(continued)
Molecule,CAL PDZ FP-2,CAL PDZ FP-1,dFosB activator,SR-BI uptake up,NSD2 HMT inh,PvdQ inh,Rtt109 HAT inh,PfHsp90 yeast 2,MITF TRPM1 HTS,SR-BI HDL uptake
COc1ccc(/C=C/C(=O)Nc2cc(S(=O)(=O)N3CCOCC3)ccc2N2CCCC2)cc1OC,-1.5,-2,-9,-25,-2,10,26,-71,-11,25
CCCc1cc(=O)oc2cc(OCc3nn[nH]n3)ccc12,-1.9,-1,0,7,-1,-7,.,.,.,-7
c1ccc(C2=NOC(c3nnc(-c4ccccc4)o3)C2)cc1 (configuration not stated),0.5,-3,2,7,.,-3,-1,-13,11,-7
O=C(CSc1ccc(Cl)cc1)NC(=O)NC1CCCC1,-3.2,-2,-3,6,-2,-5,5,.,11,-6
Nc1ccc(-c2nnnn2-c2ccc(N)cc2)cc1,2.2,-2,3,14,0,7,1,6,.,-14

From PubChem
